ARNT TACC3 PPI: disrupts binding between human ARNT and TACC3; Q9Y6A5; AlphaScreen His-ARNT PAS-B/GST-TACC3 binding, luminescence; TACC3 fragment carries E629A point mutation; inhibition, % at 9.99 µM; 390,000 tested, 0.66% active;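 active = mean inhibition of replicates at least 50% and at least half of replicates each reaching 50%; inconclusive = half or more replicates reach 50% but mean below 50%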;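 also: 0% = complete ARNT plus TACC3 wells and 100% = ARNT alone without TACC3; many hits fall short of the cut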
CFTR F508del cor: CFTR F508del correction in bronchial cells. CFBE cells, YFP halide quenching; stimulated with forskolin plus potentiator P3; % fluorescence drop versus neutral controls. activity (quench increase), % at 7.58 µM. 350,000 tested, 0.36% active. AID 720511;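 active = mean added fluorescence quench of at least 8% versus neutral control, with both replicates also reaching 8%; inconclusive = only one of the mean or replicate conditions met; inactive = mean below 8% and not both replicates reaching 8%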;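 also: cells transiently co-express mutant CFTR-F508del with the halide-sensitive YFP; corrector assay measuring rescue of mutant channel to the surface after 24 h compound exposure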
ERp5 inh: inhibitors of human ERp5 | AID 651711 | Q15084 | inhibition, % at 9.99 µM | 350,000 tested, 0.05% active | ERp5 insulin aggregation, absorbance 650 nm, 90 min;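 active = mean replicate inhibition above about 25%, with every replicate also reaching it, limit read from the data, passing the limit was not always enough; inconclusive = only one of those two criteria met; inactive = neither criterion met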
Target sequence (Q15084 whole entry, looked up): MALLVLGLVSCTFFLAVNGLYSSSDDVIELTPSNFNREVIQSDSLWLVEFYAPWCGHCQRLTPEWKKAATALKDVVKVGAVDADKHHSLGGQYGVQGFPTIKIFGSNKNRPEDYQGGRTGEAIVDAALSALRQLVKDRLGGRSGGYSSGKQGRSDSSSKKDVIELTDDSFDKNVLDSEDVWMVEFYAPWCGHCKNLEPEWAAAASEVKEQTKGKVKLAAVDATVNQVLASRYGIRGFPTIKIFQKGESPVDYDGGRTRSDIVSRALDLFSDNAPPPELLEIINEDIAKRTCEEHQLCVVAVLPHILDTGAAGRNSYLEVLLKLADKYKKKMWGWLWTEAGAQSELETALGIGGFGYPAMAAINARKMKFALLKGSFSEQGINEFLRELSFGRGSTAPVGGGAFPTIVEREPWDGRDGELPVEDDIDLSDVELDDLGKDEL
PAX8 reporter: PAX8 transcriptional activity inhibition; RMG-I TPO-luciferase reporter, SteadyGlo, 24 h; inhibition, % at 12.6 µM; 360,000 tested, 1.2% active; AID 652154;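 active = mean replicate inhibition at least 60% with every replicate also reaching 60%; inconclusive = only one of the two criteria is met; inactive = mean below 60% and not all replicates reaching 60%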;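 also: luciferase light reporting Pax8 driven TPO promoter activity; plate controls were median of neutral control wells for no effect and mitoxantrone controls for full effect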
GSIS activator: GLuc luminescence reporter in INS-1E cells, primary screen for activators of glucose-dependent secretion of insulin; activation, % at 16.6 µM; 370,000 tested, 0.61% active; INS-1E GLuc reporter insulin secretion, 2-3 h;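 active = lowest replicate activation of at least 40%, so every replicate reaches that level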;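 also: 0% = median of neutral control wells and 100% = median of IBMX positive control wells; some compounds called inactive have numbers as strong as hits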
EWS-Fli block: EWS/Fli transcriptional activity inhibition. 350,000 tested, 0.67% active. inhibition, % at 12.6 µM. A673 NR0B1-luciferase reporter, viability-normalised;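 active = mean inhibition of at least 50% after viability correction, with every replicate also passing that limit; inconclusive = mean reaches 50% but only one of two replicates passes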;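 also: firefly luciferase signal divided by Alamar Blue viability fluorescence both relative to DMSO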
XiGFP reactiv: activators of X-chromosome reactivation in mouse fibroblasts | XiGFP mouse fibroblasts, % GFP-positive cells imaging, 3 d; cells co-treated with 5-aza-dC sensitizer; scaled so ellipticine positive control = 100% | activation, % at 7.58 µM | AID 743238 | 360,000 tested, 0.055% active;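 active = mean normalized replicate activation at least 10% and every replicate at or above 10%; inconclusive = only one of the two criteria met; inactive = mean below 10% and not all replicates reach 10%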;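 also: 0% = median of on-plate neutral control wells and 100% = ellipticine 6 µM median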
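Assay system: SV40-immortalized XiGFP fibroblast cells, line 68-5-11; buffer or medium: DMEM plus 5-aza-dC sensitizer; compound: one concentration, pinned; timing: compounds 3 days, fix/stain 15 min at room temperature; benchmarks: positive control ellipticine, 6 µM final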
DENV2 CPE rescue: protects cells from dengue virus 2 cytopathic effect; DENV2-infected cells, cytopathic effect rescue, plate reader; CPE inhibition, % at 9.99 µM; 350,000 tested, 1.7% active; in the data active = CPE inhibition above about 20%, passing the limit was not always enough; inconclusive = no clear call, values can overlap the other calls; tested in BHK-21 cells;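 also: 0% = median of neutral control wells and 100% = median of positive control wells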
* = called active by the depositor; ? = inconclusive; / = no result given; & = joins results of further samples.

Values run as follows: ARNT TACC3 PPI	CFTR F508del cor	ERp5 inh	PAX8 reporter	GSIS activator	EWS-Fli block	XiGFP reactiv	DENV2 CPE rescue
> C[C@@H]1CN([C@@H](C)CO)C(=O)Cc2cc(NC(=O)Nc3ccc(F)cc3)ccc2O[C@H]1CN(C)S(=O)(=O)c1cccs1
→ 8	1.3	5	21	-14	2	-0.1	19
> CCOC(=O)c1ccc(NC(=S)N2CCN(CCN=CC3=C(O)CC(c4ccccc4)CC3=O)CC2)cc1 (stereo not drawn)
→ /	-6.8	1	22	-7	-1	-0.1	0
> C[C@@H]1CCCCO[C@@H](CN(C)C)[C@@H](C)CN([C@H](C)CO)C(=O)c2cc(NS(C)(=O)=O)ccc2O1
→ 5	2.1	0	-8	7	0	0.0	1
> COc1ccc(NC(=O)C[C@H]2C(=O)N(c3ccc(Br)cc3)C[C@@H]2CSC)cc1
→ /	-3.7	-2	0	-25	16	1.0	-5
> CC(=O)c1cccc(NS(=O)(=O)N2CCOCC2)c1
→ /	-2.3	2	-11	3	2	0.2	-11
> COc1ccc(-c2cc(NC(=O)Cc3c(C)[nH]c4ccccc34)ccc2Nc2cccnc2)cc1OC
→ /	-0.1	2	11	-40	12	0.4	-13
> CO[C@@H]1CN(C)C(=O)c2ccc(NC(=O)C3CC3)cc2OC[C@@H](C)N(S(=O)(=O)c2ccc(Cl)cc2)C[C@H]1C
→ -7	2.0	2	-5	-28	1	0.2	/
> CCCCN(C(=O)C1CC(=O)N(CCc2ccc(OC)c(OC)c2)C1)c1c(N)n(CCCC)c(=O)[nH]c1=O (stereo not drawn)
→ 19	2.7	2	1	12	2	-0.2	-4
> CN(c1ccc(OC(=O)c2ccc(-n3cncn3)c([N+](=O)[O-])c2)cc1)S(=O)(=O)c1ccccc1
→ -11	1.1	-9	9	-7	1	0.0	-8
> Cc1onc(-c2c(F)cccc2Cl)c1C(=O)NCCc1ccc(S(N)(=O)=O)cc1
→ -6	2.6	0	/	-4	2	/	/
> Cc1c(CCC(=O)N[C@@H](CC(C)C)C(=O)O)c(=O)oc2cc3oc4c(c3cc12)CCCC4
→ 29	0.7	-1	2	-6	39	0.3	1
> CCCCCC(=O)N1C[C@@H](n2cc(-c3ccc(F)cc3)nn2)[C@H](O)C[C@@H]1c1ccc(C)cc1
→ /	1.6	3	2	/	10	0.5	12
> COc1c(C)cc(C(=O)C2CCCN(C(=O)CCc3scnc3C)C2)cc1C (stereo not drawn)
→ 3	-1.6	2	5	-28	11	0.6	/
> Cc1cc(OCC(=O)N(C)Cc2ccccc2)cc(C)c1Cl
→ -17	-3.9	1	-23	4	-3	0.0	-2
> CCCC#Cc1ccc2c(c1)O[C@@H](CN(C)C(=O)CC1CC1)[C@H](C)CN([C@@H](C)CO)S2(=O)=O
→ -2	1.4	-6	/	-14	8	-0.3	8
> CN1CCN(C2CN(Cc3cn(Cc4ccc(F)cc4)nn3)S(=O)(=O)C2)CC1 (stereo not drawn)
→ /	-0.5	-1	-1	6	1	-0.1	6
> Cc1ccc(SCc2noc(-c3c(C)noc3C)n2)cc1
→ -14	3.4	-2	1	/	-6	0.0	7
> Cc1noc(C)c1NC(=O)N(C)C[C@H]1Oc2c(NS(=O)(=O)c3cn(C)cn3)cccc2C(=O)N([C@H](C)CO)C[C@@H]1C
→ -9&-2	-0.1&1.2	-3&1	6	-5&2	-4&0	-0.6&0.1	?
> Cc1ccc(S(=O)(=O)Nc2ccc3ccccc3n2)cc1
→ /	/	-2	6	-7	-31	0.1	-3
> C(=N\N1CCN(c2ccccn2)CC1)/c1cccc2ccccc12
→ 17	1.0	-2	-30	-4	-31	0.0	3
> CCCCn1c(N)c(N(CCOC)C(=O)CC(NC(=O)c2ccccc2)c2ccccc2)c(=O)[nH]c1=O (stereo not drawn)
→ 0	2.9	-4	5	-2	-1	0.1	1
> CCc1nc2ccc(C(=O)N3CCN(C(=O)c4ccco4)CC3)cn2c1N(CCC(C)C)CCN(C)C
→ /	-1.1	-1	-3	3	-1	0.0	-2
> O=S(=O)(c1cc(Br)ccc1Br)N1CCCCCC1
→ /	-3.2	-1	2	-11	3	0.0	2
> CCC(=O)c1cn([C@H](CCC(OC)OC)CC(=O)OC(C)(C)C)cc1CC
→ -5	1.2	-2	4	-10	2	0.0	-3
> CNC[C@@H]1OCCCC[C@@H](C)Oc2ccc(NC(=O)NC3CCCCC3)cc2C(=O)N([C@@H](C)CO)C[C@H]1C
→ -10	0.4	6	-15	0	-2	-0.6	-2
> CC1CCCCC12NC(=O)N(CC(=O)NCC(=O)Nc1ccc(F)c(F)c1F)C2=O (stereo not drawn)
→ -4	-1.4	4	-1	4	2	0.0	-5
> O=C(Nc1ccc2nc(N3CCOCC3)sc2c1)c1ccc(F)cc1
→ -4	4.5	13	-18	-5	-17	-0.1	0
> CC(=O)c1sc2nsc(SCCN3CCCC3)c2c1N
→ 5	-0.7	1	-22	/	-13	-0.1	1
> Cc1nonc1NC(=O)CSc1nc2ccccc2o1
→ 1	0.2	8	-2	-1	12	0.2	0
> O=C(COC(=O)CCSc1ccc(F)cc1)NCc1ccc(F)cc1
→ 3	2.1	12	6	-12	13	0.0	-8
> CC1CN(C(=O)/C(C#N)=C2\N=C(NC(=O)c3ccc(F)cc3)c3ccccc32)CC(C)O1 (stereo not drawn)
→ /	0.1	0	14	/	-33	0.0	1
> C[C@H](CO)N1C[C@H](C)[C@H](CN(C)Cc2ccncc2)Oc2ccc(NC(=O)Cn3cnnn3)cc2C1=O
→ -5	-0.8	-2	-18	12	-3	0.5	-2
> O=C(COC(=O)C1CC2C=CC1C2)Nc1cccc(S(=O)(=O)N2CCCCCC2)c1 (stereo not drawn)
→ -8	/	/	26	-39	/	0.0	/
> C[C@H](NC(=O)c1ccccc1)C(=O)OCC(=O)c1c[nH]c2ccccc12
→ /	1.1	1	18	2	12	0.0	0
> Cc1noc(C)c1NC(=O)Nc1ccc2c(c1)C(=O)N([C@H](C)CO)C[C@H](C)[C@H](CN(C)CC1CC1)OCCCC[C@H](C)O2
→ 5	-0.6	0	-43	17	/	0.1	-3
> O=C(NNC(=S)Nc1cccc(Cl)c1)c1ccccc1
→ 16	-0.6	4	-244	-31	/	0.0	-11
> CCCC(=O)Nc1ccc2c(c1)OC[C@@H](C)N(C(=O)c1ccccn1)C[C@@H](C)[C@@H](OC)CN(C)C2=O
→ -19	0.5	-3	-14	1	1	0.0	21*
> CC1=CC(C)(C(Cl)(Cl)Cl)C(C)=CC1=NO (stereo not drawn)
→ /	-0.3	1	16	/	1	0.2	-4
> CCOc1ccc(OCC(=O)OCC(=O)NNC(=O)c2ccc([N+](=O)[O-])cc2)cc1
→ -5	-2.8	-1	-1	4	-3	-0.1	8
> CC(C)NC(=O)Nc1ccc2c(c1)CC(=O)N([C@@H](C)CO)C[C@@H](C)[C@H](CN(C)C(=O)NC(C)C)O2
→ -13	-2.0	0	-6	13	-5	0.1	?
> COc1cccc(OC)c1NC(=O)Cn1nc(-c2ccc3c(c2)OCCO3)ccc1=O
→ 1	-4.1	0	1	13	0	0.1	-3
> CC(OC(=O)c1ccc(NC(=O)CC#N)cc1)C(=O)Nc1ccc(S(=O)(=O)N2CCCC2)cc1 (stereo not drawn)
→ /	-4.3	-2	-12	-6	1	0.0	-2
> COc1ccc2c3c(n(C)c2c1)[C@H](CO)NCC31CN(Cc2ccccc2Cl)C1
→ /	-0.9	2	6	16	-5	0.0	7
> CC1CC1C(=O)OCC(=O)Nc1ccc(N=Nc2ccccc2)cc1 (stereo not drawn)
→ -14	/	-6	-231	-22	-60	0.0	-2
> COC(=O)c1ccc(OCC(=O)NCCC2=CCCCC2)c(OC)c1
→ 2	4.8	2	3	-22	3	-0.1	-8
> CN(C)C(=O)c1ccc(Nc2nnc(-c3ccc(O)cc3)c3ccccc23)cc1
→ 26	0.9	-6	14	-12	9	0.1	1
> O=C(Nc1ccc([N+](=O)[O-])cc1)c1ccc(S(=O)(=O)N2CCCC2)cc1
→ -2	-0.8	-1	-4	1	1	0.1	12
> CC(C)C(NC(=O)C1CCCCC1)C(=O)NCCc1ccccc1 (stereo not drawn)
→ 3	-2.3	6	-18	27	-2	-0.1	/
> COc1cccc(OC)c1C(=O)NN1CCCCC1
→ -12	3.3	-3	/	15	-4	/	-1
> CCSc1ncnc2c1sc1nc3c(cc12)COC(C)(C)C3
→ -6	-2.8	7	-53	1	-111	0.0	1

Individual results from above:
O=C(Nc1ccc([N+](=O)[O-])cc1)c1ccc(S(=O)(=O)N2CCCC2)cc1 – GSIS activator: 1
CN(C)C(=O)c1ccc(Nc2nnc(-c3ccc(O)cc3)c3ccccc23)cc1 – PAX8 reporter: 14

Additional records
Values run as follows: ARNT TACC3 PPI	CFTR F508del cor	ERp5 inh	PAX8 reporter	GSIS activator	EWS-Fli block	XiGFP reactiv	DENV2 CPE rescue
> C=CCC1(CC=C)CCCN1C(=O)c1cc(COc2cccc(C(F)(F)F)c2)on1
→ /	2.9	3	4	-17	41	0.5	-7
> CCn1cc(C(=O)NCCc2ccc(OC)cc2)c(=O)c2ccc(C)nc21
→ 1	3.4	1	13	-8	-2	0.3	-4
> Cc1cc(=O)oc2cc(OCC(=O)Nc3cccc(S(=O)(=O)N(C)C)c3)ccc12
→ 0	/	1	-19	3	-46	0.1	-2
> CCCNc1c(NS(=O)(=O)c2cccs2)c(=O)oc2ccccc12
→ 0	1.4	6	9	16	/	0.0	-10
> Cc1ccc(NC(=O)COc2ccc(Br)cc2CO)cc1S(=O)(=O)N1CCOCC1
→ -4	8.6*	1	18	-37	15	0.1	10
> Cn1/c(=N/NC(=O)c2cccc(OC(F)F)c2)sc2ccccc21
→ /	0.8	1	48	2	-23	0.0	1
> CCCNC(=O)C[C@H]1CC[C@@H]2[C@H](COc3ccc(NC(=O)NCCC)cc3C(=O)N2C)O1
→ /	0.0	-2	/	0	-7	0.0	-7
> Cc1cc(C)c(OCC(=O)Nc2ccc(S(=O)(=O)N3CCCC3)cc2)c(C)c1
→ -1	-1.1	2	27	-5	6	0.1	0
> Cc1cccn2c(=O)c(/C=C(\C#N)C(N)=O)c(N3CCN(c4cccc(Cl)c4)CC3)nc12
→ 6	2.2	3	34	12	0	1.6	13
> CCOC(=O)C1=C(CC)Nc2ccccc2N=C1NC(=O)CCN1C(=O)C2CCCCC2C1=O (stereo not drawn)
→ -13	/	6	15	-3	7	0.9	-4
> C[C@@H](O)C#Cc1ccc2c(c1)O[C@@H](CN(C)C(=O)CC1CC1)[C@@H](C)CN([C@@H](C)CO)S2(=O)=O
→ -3	-1.2	1	/	14	4	-0.2	-3
> O=S(=O)(c1ccccc1)N1CC[C@@H]2[C@@H](CO)Nc3ccc(C#Cc4cccc(F)c4)cc3[C@@H]21
→ -11	-2.9	0	-6	-25	2	0.1	2
> CCOC(=O)Cc1csc(NC(=O)CN2C(=O)c3ccccc3C2=O)n1
→ 1	-1.4	1	6	/	6	0.3	-1
> COCC#Cc1ccc([C@H]2[C@H]3CN(Cc4ccncc4)CCCCN3[C@H]2CO)cc1
→ -4	0.3	1	12	8	8	0.1	-5
> CC1CCN(c2ccc(NC(=O)Cn3c(=O)oc4ccccc43)cc2)CC1
→ -1	-1.0	-3	-16	7	0	0.0	-3

High-throughput results (PubChem)
